F508del corr – correctors of CFTR F508del function in bronchial epithelial cells; activity (quench increase), % at 7.58 µM; hit rate 0.36% among 350,000; CFBE cells, YFP halide quenching; stimulated with forskolin plus potentiator P3; % fluorescence drop versus neutral controls;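 active means mean added fluorescence quench of at least 8% versus neutral control, with both replicates also reaching 8%; inconclusive means only one of the mean or replicate conditions met; inactive means mean below 8% and not both replicates reaching 8%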;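 further: cells transiently co-express mutant CFTR-F508del with the halide-sensitive YFP; corrector assay measuring rescue of mutant channel to the surface after 24 h compound exposure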
PAX8 reporter – PAX8 transcriptional activity inhibition; RMG-I TPO-luciferase reporter, SteadyGlo, 24 h; inhibition, % at 12.6 µM; hit rate 1.2% among 360,000; AID 652154;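 active means mean replicate inhibition at least 60% with every replicate also reaching 60%; inconclusive means only one of the two criteria is met; inactive means mean below 60% and not all replicates reaching 60%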;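 further: luciferase light reporting Pax8 driven TPO promoter activity; plate controls were median of neutral control wells for no effect and mitoxantrone controls for full effect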
DENV2 CPE – protects cells from dengue virus 2 cytopathic effect | DENV2-infected cells, cytopathic effect rescue, plate reader | CPE inhibition, % at 9.99 µM | hit rate 1.7% among 350,000; in the data active means CPE inhibition above about 20%, passing the limit was not always enough; inconclusive means no clear call, values can overlap the other calls; tested in BHK-21 cells;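 further: 0% = median of neutral control wells and 100% = median of positive control wells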
Xi reactivation – X-chromosome reactivation activator; XiGFP mouse fibroblasts, % GFP-positive cells imaging, 3 d; cells co-treated with 5-aza-dC sensitizer; scaled so ellipticine positive control = 100%; AID 743238; hit rate 0.055% among 360,000; activation, % at 7.58 µM;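 active means mean normalized replicate activation at least 10% and every replicate at or above 10%; inconclusive means only one of the two criteria met; inactive means mean below 10% and not all replicates reach 10%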;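 further: 0% = median of on-plate neutral control wells and 100% = ellipticine 6 µM median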
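System: XiGFP fibroblasts, SV40-immortalized. Medium: DMEM plus 5-aza-dC sensitizer. Doses: single point. Timing: 3 d treatment, 15 min room-temperature fixation. Control set: ellipticine 6 µM.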
INS-1E GSIS act – primary screen for activators of insulin secretion dependent on glucose, INS-1E cells, GLuc reporter luminescence. INS-1E GLuc reporter insulin secretion, 2-3 h. hit rate 0.61% among 370,000. activation, % at 16.6 µM;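 active means lowest replicate activation of at least 40%, so every replicate reaches that level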;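 further: 0% = median of neutral control wells and 100% = median of IBMX positive control wells; some compounds called inactive have numbers as strong as hits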
ARNT TACC3 PPI – disrupts binding between human ARNT and TACC3; Q9Y6A5; AlphaScreen His-ARNT PAS-B/GST-TACC3 binding, luminescence; TACC3 fragment carries E629A point mutation; inhibition, % at 9.99 µM; hit rate 0.66% among 390,000;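 active means mean inhibition of replicates at least 50% and at least half of replicates each reaching 50%; inconclusive means half or more replicates reach 50% but mean below 50%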;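 further: 0% = complete ARNT plus TACC3 wells and 100% = ARNT alone without TACC3; many hits fall short of the cut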
ERp5 inh – ERp5 (human) disulfide isomerase inhibition; AID 651711; hit rate 0.05% among 350,000; Q15084; inhibition, % at 9.99 µM; ERp5 insulin aggregation, absorbance 650 nm, 90 min;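 active means mean replicate inhibition above about 25%, with every replicate also reaching it, limit read from the data, passing the limit was not always enough; inconclusive means only one of those two criteria met; inactive means neither criterion met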
Target sequence (Q15084 whole entry, looked up): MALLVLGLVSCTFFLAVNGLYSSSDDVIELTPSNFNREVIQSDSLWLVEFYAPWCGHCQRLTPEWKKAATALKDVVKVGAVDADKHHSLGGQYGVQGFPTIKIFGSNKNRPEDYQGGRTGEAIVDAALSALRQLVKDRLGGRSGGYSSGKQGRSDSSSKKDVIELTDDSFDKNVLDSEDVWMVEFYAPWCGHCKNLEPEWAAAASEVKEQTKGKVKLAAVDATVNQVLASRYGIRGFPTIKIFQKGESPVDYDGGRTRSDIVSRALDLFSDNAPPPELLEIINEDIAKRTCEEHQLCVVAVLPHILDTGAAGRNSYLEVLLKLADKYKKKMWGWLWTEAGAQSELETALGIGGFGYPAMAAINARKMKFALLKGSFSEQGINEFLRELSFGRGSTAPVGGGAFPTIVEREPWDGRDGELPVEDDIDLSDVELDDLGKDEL
EWS-Fli block – inhibitors of EWS/Fli oncoprotein transcriptional activity | A673 NR0B1-luciferase reporter, viability-normalised | inhibition, % at 12.6 µM | hit rate 0.67% among 350,000 | AID 651661;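 active means mean inhibition of at least 50% after viability correction, with every replicate also passing that limit; inconclusive means mean reaches 50% but only one of two replicates passes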;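 further: firefly luciferase signal divided by Alamar Blue viability fluorescence both relative to DMSO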
* = called active by the depositor; ? = inconclusive; . = no result given; & = joins results of further samples.

SMILES	F508del corr	PAX8 reporter	DENV2 CPE	Xi reactivation	INS-1E GSIS act	ARNT TACC3 PPI	ERp5 inh	EWS-Fli block
CO[C@H]1CN(C)C(=O)c2cc(NS(=O)(=O)CC(F)(F)F)ccc2OC[C@@H](C)NC[C@@H]1C	-3.3	-9	-12	0.3	5	-4	5	7
O=C(C[C@H]1CC[C@H]2[C@@H](COC[C@@H](O)CN2S(=O)(=O)c2cccc(F)c2)O1)NC1CCC1	-1.1	-13	10	-0.1	12	-3	-8	-13
Cc1cc(C(=O)O)ccc1-n1c(C)cc(/C=C(/C#N)C(=O)Nc2ccccc2)c1C	1.2	2	6	0.3	-9	.	-2	1
Cc1oc(-c2cccs2)nc1CN1CCN(Cc2ccc(F)c(F)c2)C(CCO)C1 (stereo not drawn)	2.9	23	2	-0.3	-51	6	5	14
CCOC(=O)C1CCN(C(=O)Nc2cccc(OC)c2)CC1	0.7	4	-9	5.3	3	2	4	-8
NC(Cc1ccc(C(F)(F)F)cc1)c1csc(Nc2nccc(C(F)(F)F)n2)n1 (stereo not drawn)	-3.4	-6	11	-0.1	-28	.	5	-5
COC(=O)[C@H](Cc1ccc(O)cc1)NCCCn1cnc(C(=O)Nc2ccc(C)c(C)c2)n1	3.0	-15	-4	-0.2	-1	3	2	-24
C[C@H]1CN([C@@H](C)CO)C(=O)c2cccc(NC(=O)Nc3cccc4ccccc34)c2O[C@@H]1CN(C)S(C)(=O)=O	0.3	9	-1	-0.1	-14	7	-1	4
O=C(NN=C1CCCCC1)c1cc(-c2ccccc2)n[nH]1	.	8	.	0.1	34	0	.	.
COCc1cc(=O)n2[nH]c(C)c(-c3ccccc3)c2n1	0.9	5	20	0.1	-1	4	0	7

Overlap with the part before: 6 entries, then new ones.
SMILES	F508del corr	PAX8 reporter	DENV2 CPE	Xi reactivation	INS-1E GSIS act	ARNT TACC3 PPI	ERp5 inh	EWS-Fli block
CCOC(=O)C1CCN(C(=O)Nc2cccc(OC)c2)CC1	0.7	4	-9	5.3	3	2	4	-8
NC(Cc1ccc(C(F)(F)F)cc1)c1csc(Nc2nccc(C(F)(F)F)n2)n1 (stereo not drawn)	-3.4	-6	11	-0.1	-28	.	5	-5
COC(=O)[C@H](Cc1ccc(O)cc1)NCCCn1cnc(C(=O)Nc2ccc(C)c(C)c2)n1	3.0	-15	-4	-0.2	-1	3	2	-24
C[C@H]1CN([C@@H](C)CO)C(=O)c2cccc(NC(=O)Nc3cccc4ccccc34)c2O[C@@H]1CN(C)S(C)(=O)=O	0.3	9	-1	-0.1	-14	7	-1	4
O=C(NN=C1CCCCC1)c1cc(-c2ccccc2)n[nH]1	.	8	.	0.1	34	0	.	.
COCc1cc(=O)n2[nH]c(C)c(-c3ccccc3)c2n1	0.9	5	20	0.1	-1	4	0	7
CC(=O)N1[C@H](Cc2ccccc2)C=C[C@]1(C)C(=O)NCc1ccccn1	2.9	13	1	0.1	-3	3	5	-12
CC1CN(C(=O)COC(=O)c2ccc(N(C)C)cc2)CC(C)O1 (stereo not drawn)	1.7	4	-1	-0.1	19	12	-10	-2
O=C(Cc1ccccc1)Oc1coc(CSc2ncccn2)cc1=O	-2.2	12	10	-0.2	-41	11	-1	2
S=C(NCc1ccncc1)NC1CCCC1	-0.1	-17	11	0.0	5	-1	-4	3
Cn1c(=O)[nH]c(=O)c2c1nc(NCc1ccco1)n2Cc1ccccc1Cl	-0.3	-27	0	0.2	8	3	-5	12
CCCCNC(=O)C1(C)CCCCN1C(=O)c1cccc(OC(F)(F)F)c1 (stereo not drawn)	-1.8	.	-4	0.1	-2	.	-5	2
O=C(CCCn1c(SCc2cccc([N+](=O)[O-])c2)nc2ccccc2c1=O)NCC1CCCO1 (stereo not drawn)	-0.2	28	-6	0.1	0	-6	-1	9
O=S(=O)(c1cccc(C(F)(F)F)c1)N(CCCN1CCOCC1)Cc1cccs1	-3.1	24	2	0.0	2	-1&-5	2	10
CCOc1ccc(S(=O)(=O)NCCC(=O)N2CCN(Cc3ccccc3)CC2)cc1	1.1	12	6	0.0	1	-8	3	7
Cc1cc(Cl)nc(Cl)c1C(=O)N1CCOCC1	-2.4	5	-1	0.1	-2	-2	1	-6
CC(Nc1cccnc1)=C(C#N)C#N	-0.9	-13	-2	0.0	9	.	2	6
CN(Cc1ccc(Cl)s1)C(=O)CCl	-3.8	4	4	0.1	2	3	-1	24
CC(Nc1cccc(C(=O)NC2CC2)c1)c1nnc(-c2ccccc2)o1 (stereo not drawn)	3.8	2	14	0.0	-5	1	6	-15
CCCNC(=O)/C(=C/c1cn(S(=O)(=O)N(C)C)c2ccccc12)NC(=O)c1ccc(OC)cc1	-0.1	14	-1	-0.1	-5	7	1	14
CCN(CC)c1ccc(NC(=O)CCS(=O)(=O)c2ccc(Br)cc2)c(C)c1	-2.0	-13	0	0.1	1	-3	2	10
CC(C)NC(=O)Nc1ccc2c(c1)C(=O)N([C@H](C)CO)C[C@@H](C)[C@H](CN(C)CC1CCCCC1)OCCCC[C@H](C)O2	0.5	-4	0	0.0	15	15	-5	.
NNC(=O)Cn1nc2n(c1=O)-c1ccccc1SC2	2.2	16	3	0.2	.	-3	3	2
Nc1ccc(CNC(=O)OCC2c3ccccc3-c3ccccc32)cc1	4.0	-21	-6	0.0	43	-3	-5	-21
N#Cc1ccc(C(=O)CSc2n[nH]c(=O)n2Cc2ccco2)cc1	1.9	19	-3	0.0	6	-2	-2	5
C[C@H]1CN([C@@H](C)CO)C(=O)Cc2cc(NS(=O)(=O)c3cn(C)cn3)ccc2O[C@@H]1CN(C)Cc1ccccc1	-3.1	5	-6	0.1	4	27	-2	3
N#Cc1cccc(NC(=O)COC(=O)c2cc(S(=O)(=O)Nc3ccccc3Cl)ccc2O)c1	-2.7	2	-4	0.1	-33	.	13	-6
O=C(c1cnccn1)N1CC(=O)N2[C@H](C1)[C@H](c1ccc(C#CC3CC3)cc1)[C@@H]2CO	-0.2	.	-6	0.0	-1	.	-6	-3
Cc1ccc(-c2ccc3c(c2)O[C@H](CN(C)C(=O)C2CC2)[C@H](C)CN([C@H](C)CO)S3(=O)=O)cc1	-0.4	.	-11	4.7	-18	-2	-2	-5
CCCC1=NN(c2ccc([N+](=O)[O-])cc2)C(=O)/C1=C/N(C)C	.	4	.	0.3	12	-14	-1	-9
COC(=O)Cn1c(CN2CCN(C(=O)c3ccco3)CC2)nc2c1c(=O)n(C)c(=O)n2C	0.8	0	-1	0.0	12	25	7	-2
CCOC(=O)N1CCN(C(=O)CN2C(=O)NC(C)(c3ccc4ccccc4c3)C2=O)CC1 (stereo not drawn)	-1.5	5	14	0.9	-13	-9	-3	2
CCC(=O)c1ccc(OCC(=O)NC2CCN(Cc3ccccc3)CC2)cc1	-1.8	-3	-4	0.0	-4	-4	3	5
CC(=O)NC1(C(F)(F)F)C(=O)Nc2c1c(=O)[nH]c(=O)n2CC(C)C (stereo not drawn)	-3.4	11	-6	0.0	.	-1	-3	8
Cc1cccc(CSC2=NN3CCCC(=O)N=C3S2)c1	5.4	-106	-7	0.4	10	-5	15	-35
CN(CC(=O)Nc1ccc(Cl)cc1)CC(=O)Nc1ccc(F)c(F)c1F	.	-1	.	0.1	-16	-3	.	.

Only ERp5 inh, DENV2 CPE and PAX8 reporter (4 entries from above):
| SMILES | ERp5 inh | DENV2 CPE | PAX8 reporter |
| --- | --- | --- | --- |
| COC(=O)Cn1c(CN2CCN(C(=O)c3ccco3)CC2)nc2c1c(=O)n(C)c(=O)n2C | 7 | -1 | 0 |
| CCOC(=O)N1CCN(C(=O)CN2C(=O)NC(C)(c3ccc4ccccc4c3)C2=O)CC1 (stereo not drawn) | -3 | 14 | 5 |
| CCC(=O)c1ccc(OCC(=O)NC2CCN(Cc3ccccc3)CC2)cc1 | 3 | -4 | -3 |
| CC(=O)NC1(C(F)(F)F)C(=O)Nc2c1c(=O)[nH]c(=O)n2CC(C)C (stereo not drawn) | -3 | -6 | 11 |

Next section.
SMILES	F508del corr	PAX8 reporter	DENV2 CPE	Xi reactivation	INS-1E GSIS act	ARNT TACC3 PPI	ERp5 inh	EWS-Fli block
COc1cccc(OCC(O)CN2CCN(c3ccc(Cl)cc3)CC2)c1 (stereo not drawn)	0.8	22	0	0.0	-7	-1	-2	3
NC(=NCCc1c[nH]c2ccccc12)NC(=O)c1ccc(F)cc1	-0.9	0	0	-0.1	-23	11	2	17
COc1ccc(C)cc1-n1ccn(CC(=O)Nc2ccc(Br)cc2F)c(=O)c1=O	0.0	-4	10	-0.1	11	.	3	6
Oc1ccc(Cl)cc1CNn1cnnc1	2.5	0	1	0.1	13	-5	-3	10
CC(C)NC(=O)N[C@@H]1CC[C@H](CC(=O)O)O[C@H]1CO	-3.2	-21	?	-0.1	2	2	-2	-4
O=C(C[C@@H]1C=C[C@H](NS(=O)(=O)c2ccc(F)cc2)[C@H](CO)O1)NC1CCCCC1	1.6	9	.	-0.1	18	3	-3	0
COc1cc2ccccc2cc1C(=O)Nc1cc(C)ccn1	2.7	-120	1	0.0	15	2	6	-75
CCC/C=C1/CCCOC(C(=O)NCc2ccccc2)(C(F)(F)F)C1 (stereo not drawn)	2.3	0	-10	0.3	-24	2	-1	1
Cc1ccc(NC(=O)COc2ccccc2C=O)cc1Cl	1.1	-24	1	0.0	-5	-2	-2	-59
O=C(OCc1nnc(-c2ccc(Br)cc2)o1)c1cncc(Br)c1	1.5	5	-3	0.1	-3	-19	-3	-10
CCN(Cc1ccncc1)Cc1cn[nH]c1-c1cc(OC)c(OC)c(OC)c1	-8.2	14	-5	0.2	4	1	-7	9
COc1cc(NC(=S)Nc2ccc(N(C)C(C)=O)cc2)cc(OC)c1	-2.2	6	0	0.1	5	4	-2	-9
CCNc1nnc(SCC(=O)c2cc(C)n(C3CC3)c2C)s1	-1.4	.	-1	0.0	4	0	4	1
COc1ccc(-c2oc3ccc(-c4cc(OC)c(OC)c(OC)c4)cc3c2-c2ccc(OC)nc2)cc1	-0.4	12	80*	0.0	3	-2	-7	13
Cc1ccc(-c2cnc3c(c2)C(=O)N([C@H](C)CO)C[C@@H](C)[C@H](CN(C)C(=O)c2ccncc2)O3)cc1	-1.1	20	?	0.0	18	-4	-2	1
CCOC(=O)c1[nH]c(C)c(C(=O)OCC(=O)N(C)C2CCS(=O)(=O)C2)c1C (stereo not drawn)	1.6	-2	2	0.0	9	.	3	4
C=Cc1cc2c(cc1O)CCC1C2CCC2(C)C(O)CCC12 (stereo not drawn)	-0.6	24	-3	0.2	.	3	1	24
C[C@@H]1ON(C)[C@H]2C[C@H]3c4cc(N5CCN(C)CC5)ccc4CCN3C[C@@H]12	-0.9	5	-7	0.4	14	.	5	-16
COC(=O)[C@]12CCCCC=C1N(CCC1=CCCCC1)C(=O)[C@H](CC(=O)N1CCN(C(=O)c3ccco3)CC1)C2	-1.7	79*	-4	0.1	-16	.	-3	3
CC=Cc1ccc2n(c1=O)C[C@@H]1N[C@H]2[C@H](C(=O)NC2CCCC2)[C@H]1CO (mixture of isomers)	-2.3	.	7	0.2	1	.	-5	-1
CS(=O)(=O)N1C[C@H](O)COC[C@H]2O[C@@H](CC(=O)NCc3ccc(-c4ccccc4)cc3)CC[C@@H]21	-0.2	6	79*	0.1	6	20	-1	-9
O=C(NCC1CCCO1)c1cn(Cc2ccccc2)nc1-c1ccc(Cl)cc1 (stereo not drawn)	0.5	23	19	0.1	-12	.	-1	9
